# Screening data: PubChem BioAssay, National Center for Advancing Translational Sciences (NCATS)
# KAT2A inh – inhibitors of human GCN5L2 histone acetyltransferase. Q92830. GCN5L2 HAT assay, ThioGlo1 CoA-SH fluorescence. Potency, µM (titrated, usually from 58.9 µM), inactives show top-dose activity change, negative = inhibition, usual class: inhibitors. 390,000 tested, 0.21% active
# Target sequence (Q92830 whole entry, looked up): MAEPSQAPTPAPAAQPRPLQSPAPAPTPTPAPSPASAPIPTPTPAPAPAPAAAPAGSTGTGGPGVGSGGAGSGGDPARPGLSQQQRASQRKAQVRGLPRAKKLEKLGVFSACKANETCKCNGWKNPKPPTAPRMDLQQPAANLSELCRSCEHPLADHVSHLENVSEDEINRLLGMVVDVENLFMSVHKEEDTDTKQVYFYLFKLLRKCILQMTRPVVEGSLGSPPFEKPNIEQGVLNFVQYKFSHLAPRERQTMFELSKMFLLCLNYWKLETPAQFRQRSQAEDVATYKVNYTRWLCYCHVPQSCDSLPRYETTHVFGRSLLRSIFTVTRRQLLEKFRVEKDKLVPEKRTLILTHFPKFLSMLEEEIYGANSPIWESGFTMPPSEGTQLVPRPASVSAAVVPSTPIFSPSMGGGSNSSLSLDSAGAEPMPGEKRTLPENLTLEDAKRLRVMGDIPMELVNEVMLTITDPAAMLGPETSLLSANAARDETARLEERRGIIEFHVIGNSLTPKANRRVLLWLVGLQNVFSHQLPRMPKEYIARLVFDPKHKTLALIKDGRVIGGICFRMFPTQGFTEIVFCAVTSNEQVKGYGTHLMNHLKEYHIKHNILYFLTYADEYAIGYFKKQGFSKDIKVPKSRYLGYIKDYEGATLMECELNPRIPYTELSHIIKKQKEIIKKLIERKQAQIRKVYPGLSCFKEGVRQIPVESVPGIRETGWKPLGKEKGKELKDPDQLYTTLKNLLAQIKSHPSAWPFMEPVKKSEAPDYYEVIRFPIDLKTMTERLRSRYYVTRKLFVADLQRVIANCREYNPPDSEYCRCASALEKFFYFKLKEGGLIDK
#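 Preincubate 20nM GCN5L2 with compound 15 min, RT → add 50uM ThioGlo1 + 75uM H3(1-25) + 70uM acetyl-CoA → read fluorescence 0 and 20 min. Primary qHTS; fluorescent artifacts likely.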
# N370S GC – inhibits or activates N370S mutant glucocerebrosidase; P04062; N370S GC spleen homogenate, 4MU-glucoside fluorescence; Potency, µM (doses to about 59.4 µM), for the others: at the highest dose activity change, negative = inhibition, most hits filed as inhibitors; 330,000 tested, 0.092% active;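 note: 0% = full enzyme activity and -100% = no enzyme basal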
# FEN1 inhibitor – human FEN1 inhibition | Recombinant FEN1 flap cleavage, fluorescence, 15 min | Potency, µM (top dose mostly 114 µM), without a hit: at the highest dose activity change, negative = inhibition, hits mostly inhibitors | 390,000 tested, 0.35% active | AID 588795; note: nearly all actives have a fitted effect of over 65% in size
#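 Concentration–response screening of FEN1 (10 nM): 15 min compound preincubation at room temperature, reaction started with 50 nM substrate and read at 0 and 15 min. Corrected, normalized data were fitted by a four-parameter Hill equation.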
# Active calls of the source: *; ? = inconclusive; . = not tested or not shown; & = joins results of further samples. Calls come from the whole dose curve; as a rule, active = well fitted curve in the direction sought with a large enough effect; inconclusive = small, poorly fitted or top-dose-only effect, or another doubt; inactive = no such curve, though single readings can be large; an effect the other way counts as inactive or inconclusive. Unless noted, % is set by controls: 0 for no effect and ±100 for the full control effect; potency is the fitted concentration of half-maximal effect. Only part of the results is shown; the hit share may differ from the screen's.
SMILES,KAT2A inh,N370S GC,FEN1 inhibitor
COC(=O)N1N=C(c2ccccc2)CC1(O)C(F)(F)F (stereo unspecified),-13%,-7%,-5%
O=C(Nc1cccc(Cl)c1)c1csnn1,-3%,.,18%
CC(=O)Nc1ccc(Sc2ncccc2C(=O)Nc2ccc(F)cc2)cn1,-4%,-1%,6%
CCc1nnc(NC(=O)CN2CCN(C3CCCCC3)CC2)s1,-2%,3%,-16%
COC(=O)C(O)(NC(=O)c1ccncc1)C(F)(F)F (stereo unspecified),-11%,3%,-8%
CCOC(=O)C(=O)Nc1ccc(OC)c(Cl)c1,-4%,-2%,-2%
COc1ncc2nc(-c3ccccc3)c(=O)n(C)c2n1,-13%,7%,.
CCCCc1nc(NCC2CCCO2)c(C#N)c2c1COC(C)(C)C2 (stereo unspecified),-1%,3%,-2%
CNC(=S)NC1(C)CCS(=O)(=O)C1 (stereo unspecified),1%,-15%,0%
Cc1ccc(CNc2ncnc3onc(-c4ccc(F)cc4)c23)cc1,-2%,.,-3%

# Look-ups from the entries so far:
# N370S GC result of CCOC(=O)C(=O)Nc1ccc(OC)c(Cl)c1 → -2%
# N370S GC result of CNC(=S)NC1(C)CCS(=O)(=O)C1 (stereo unspecified) → -15%

# (listing goes on)
SMILES,KAT2A inh,N370S GC,FEN1 inhibitor
COc1cccc(C(=O)Nc2c(C(N)=O)oc3ccccc23)c1,-21%,0%,-10%
CCc1ccccc1NC(=O)Cn1nc(C)n2cccc2c1=O,-2%,-2%,13%
COc1ccc(-c2cc(C(=O)Nc3cc(C)nn3-c3ccccc3)no2)cc1OC,-6%&-5%,4%,-9%&19%
Cc1cc(Cl)ccc1NC(=O)CCS(=O)(=O)c1ccc2c(c1)CC(C)N2C(=O)C1CC1 (stereo unspecified),-6%,.,6%
COc1ccc(S(=O)(=O)NC(C)C(=O)NCc2ccc3c(c2)OCO3)cc1OC (stereo unspecified),-4%,-12%,-1%
C=CCC1=C/C(=C\c2c(N)n3nc(CC(=O)N4CCOCC4)sc3nc2=O)C=C(OC)C1=O,-6%,-11%,?
Cc1ccccc1OCCn1cc(C(=O)C(=O)N2CCOCC2)c2ccccc21,-6%,23%,-3%
COc1ccc2c(c1)CCc1c(C(=O)Nc3cnn(Cc4ccc(Cl)cc4Cl)c3)noc1-2,-2%,.,-1%
COc1cc2c(cc1OC)-c1cc(Nc3ccccc3)nc(=O)n1CC2,-24%,-11%,4%
NC(=O)CN1C(=O)C(O)(CC(=O)/C=C\C=C\c2ccccc2)c2ccccc21 (stereo unspecified),-8%,8%,-1%
CCOC(=O)c1cnc(-c2ccc(C(F)(F)F)cn2)[nH]c1=O,-4%,-3%,2%
CCOc1cc(C(=O)OC(C)C(=O)Nc2ccc(S(N)(=O)=O)cc2)ccc1OCC(=O)N1CCOCC1 (stereo unspecified),-3%,2%,14%
Cc1ccc(-c2noc(CCC(=O)Nc3ccc4c(c3)OCO4)n2)cc1,-7%,-11%,7%
O=C(NNC(=O)c1ccc(SCC2CCCO2)c([N+](=O)[O-])c1)c1ccc(F)cc1 (stereo unspecified),2%,-4%,-2%
CN(C)c1ccc(/C=C/c2ccc3ccccc3[n+]2C)cc1,-7%,-6%,40µM*
COc1ccc(Cn2nnc3c(=O)[nH]c(C4CCCN(C(=O)c5ccc(C)cc5)C4)nc32)cc1 (stereo unspecified),-3%,.,-29%
O=C(CCc1nnc(CCCCc2ccccc2)o1)NC(c1cccnc1)C(F)(F)F (stereo unspecified),-2%,19%,1%
C#CCOCCOCCOCCNc1nc(N2CCN(C(=O)C([C@@H](C)O)n3cc([C@@H](N)CCCCN)nn3)CC2)nc(N2CCN(C(=O)[C@H](CC(N)=O)n3cc([C@@H](N)C(C)C)nn3)CC2)n1 (stereo partly specified),-2%,.,-6%
O=C(N/N=C/c1cccs1)c1ccc(NC(=O)c2ccccc2Cl)cc1,-7%,0%,4%
O=C(COC(=O)C1CC1)NCCNC(=O)COC(=O)C1CC1,-7%,-4%,-5%
COc1cc(OC)c(OC)cc1C#N,-3%,-8%,16%
COc1ccc(OC)c(C2c3c(oc4ccc(C)cc4c3=O)C(=O)N2CCCN(C)C)c1 (stereo unspecified),-11%,.,18%
COc1ccc(C2=NS(=O)(=O)N(C)C(C(=O)Nc3ccc(C)cc3)=C2)cc1,?,-3%,-3%
Cc1cc(=O)n2nc(N3CCCC3C(=O)Nc3ccc(C(C)C)cc3)sc2n1 (stereo unspecified),-11%,-1%,18%
CC(=O)Nc1ccc(SCCN2CCN(CCc3ccccc3)CCC2=O)cc1,.,0%,?
O=C(CN1C(=O)c2ccccc2S1(=O)=O)Nc1ccc(S(=O)(=O)N2CCCCC2)cc1,.,?,-17%
CCOc1ccccc1NC(=O)CN1c2cccc3cccc(c23)S1(=O)=O,-17%,.,-20%
COc1ccc(NC(=O)c2oc3ccccc3c2NC(=O)C2CC2)c(OC)c1,-4%,-6%,-12%
CCS(=O)(=O)N1CC(=O)N(c2ccc(Cl)cc2C)C(C)(C(=O)NC2CCCCCC2)C1 (stereo unspecified),-4%,.,-5%
Cc1cc(NS(=O)(=O)c2ccc(NC(=O)Nc3ccccc3)cc2)no1,-16%,-5%,-10%

# Retrieved by compound from the entries so far, four records:
SMILES,KAT2A inh,N370S GC,FEN1 inhibitor
COc1ccc(NC(=O)c2oc3ccccc3c2NC(=O)C2CC2)c(OC)c1,-4%,-6%,-12%
COc1ccc(C2=NS(=O)(=O)N(C)C(C(=O)Nc3ccc(C)cc3)=C2)cc1,?,-3%,-3%
COc1ccc(OC)c(C2c3c(oc4ccc(C)cc4c3=O)C(=O)N2CCCN(C)C)c1 (stereo unspecified),-11%,.,18%
Cc1cc(=O)n2nc(N3CCCC3C(=O)Nc3ccc(C(C)C)cc3)sc2n1 (stereo unspecified),-11%,-1%,18%

# Next part:
SMILES,KAT2A inh,N370S GC,FEN1 inhibitor
COc1cc2c(cc1OC)-c1cc(N3CCCCCC3)nc(=O)n1CC2,-14%,7%,-15%
CCCc1cc(NCc2ccccn2)n2c(nc3ccccc32)c1C#N,-6%,?,-11%
O=C(NC12CC3CC(CC(C3)C1)C2)c1cc2nc(-c3ccco3)cc(C(F)(F)F)n2n1,-9%,16%,12%
CCc1ccc(-c2nn(-c3ccccc3C)cc2C(=O)N2CCN(C3CCS(=O)(=O)C3)CC2)cc1 (stereo unspecified),-5%,.,10%
COc1ccccc1/C=C/c1nc(C#N)c(NC2CCCCC2)o1,-15%,.,0%
COc1ccc(-c2cc(C(F)(F)F)n3nc(C(=O)N4CCCC4)cc3n2)cc1,-2%,4%,10%
Cc1csc(NC(=O)C2CCN(S(=O)(=O)c3ccc4c(c3)oc(=O)n4C)CC2)n1,-20%,11%,-4%
CCc1nc2oc3ccccc3c(=O)c2c(=O)n1-c1ccc(C)cc1,-19%,8%,2%
O=C(O)c1ccc(CSc2n[nH]c(-c3ccco3)n2)cc1,-3%,-3%,?
Cc1ccc(N=Cc2nc(/C=C/c3cccc([N+](=O)[O-])c3)oc2O)cc1,-1%,-9%,-13%

# One compound at a time (already shown). Values in the order: KAT2A inh, N370S GC, FEN1 inhibitor
# `CCc1nc2oc3ccccc3c(=O)c2c(=O)n1-c1ccc(C)cc1` is listed with -19%, 8%, 2%
# `COc1ccc(-c2cc(C(F)(F)F)n3nc(C(=O)N4CCCC4)cc3n2)cc1` is listed with -2%, 4%, 10%
# `O=C(O)c1ccc(CSc2n[nH]c(-c3ccco3)n2)cc1` is listed with -3%, -3%, ?

# Next part:
SMILES,KAT2A inh,N370S GC,FEN1 inhibitor
Clc1ccc(CSc2nnc(-c3ccncc3)o2)c(Cl)c1,-1%,14%,2%
COc1ccc(CNC(=O)C2CCN(S(=O)(=O)c3ccc4nc5c(c(C(=O)O)c4c3)CC(C)CC5)CC2)cc1 (stereo unspecified),-9%&-10%,2%,-6%&-13%
COc1ccc(C2C(C#N)=C(N)Oc3n[nH]c(C)c32)cc1Cn1nc(C)c([N+](=O)[O-])c1C (stereo unspecified),-10%,4%,-11%
Nc1cccc(-n2cccc2)c1,4%,2%,-10%
CC(=O)c1ccc(OCC(=O)N2CCCC2c2ccc3c(c2)OCCCO3)cc1 (stereo unspecified),-5%,.,4%
CN(C(=O)c1cccc(NC(=O)Cc2ccc([N+](=O)[O-])cc2)c1)C1CCC1,1%,.,-19%
COc1cccc(Nc2ncnc3ccccc23)c1,-3%,10%,-15%
O=C(c1cc(-c2ccc3c(c2)OCO3)on1)N1CCN(c2ccccc2)CC1,-11%,17%,-3%
O=C1[C@@H]2[C@@H]3C[C@@H]([C@H]4ON=C(c5ccc(Cl)cc5)[C@@H]34)[C@@H]2C(=O)N1C1CCCCC1,-6%,13%,-10%
Cc1cnc2ncc3sccc3c2c1,3%,-12%,2%
O=C(NNS(=O)(=O)c1ccc(Cl)cc1)c1cc(-c2ccccc2)nc2ccccc12,-3%,12%,-18%
CC(C)Oc1cccc(C(=O)Nc2ccc3oc(-c4ccccc4)nc3c2)c1,-4%,.,-14%
O=C(NCc1ccccc1)c1ccc2c(c1)nc1n2CCOC1,-2%,.,17%
CS(=O)(=O)N1CCC(C(=O)Nc2cc(Cl)ccc2Cl)CC1,-3%,7%,17%
CC(=O)c1ccc(NC(=O)COc2ccccc2C(=O)Nc2ccc(C)cn2)cc1,-10%,?,21%
CCN(CC)CCN(Cc1cc2cc3c(cc2[nH]c1=O)OCO3)C(=S)NCCCN(C)C,-29%,?,-4%
CCOC(=O)C1CCN(C(=O)CNC(=O)Cn2c(C)cc3ccccc3c2=O)CC1,-1%,-2%,-12%
CCC1CCCCN1C(=O)c1nn2cccnc2c1Cl (stereo unspecified),-5%,3%,5%
Cc1ccc(C2=NN(C(=O)CCCC(=O)O)C(c3ccc4c(c3)OCO4)C2)cc1 (stereo unspecified),-8%,-5%,-3%
Cc1cc(=O)[nH]c2c1c(C)nn2C1CCOC(C)(C)C1 (stereo unspecified),-14%,1%,11%
Cc1ccc(O)c(N=Nc2ccc(S(=O)(=O)N3CCCC3)cc2)c1,-7%,-9%,-11%
Cn1nc(C(=O)OCC(=O)Nc2ccc(S(N)(=O)=O)cc2)c2ccccc2c1=O,-3%,5%,15%
Cc1cc(C(=O)N/N=C/c2cc([N+](=O)[O-])ccc2O)c2ccccc2n1,-5%,-26%,-4%
CCOC(=O)c1ccc(CN(Cc2ccc(F)cc2)S(=O)(=O)c2cc(C(=O)Nc3ccccc3CC)ccc2F)cc1,6%,.,11%
Cc1c(Cl)c(C(=O)NC2CCCC2)nn1C,-4%,4%,2%
COc1cc(C(c2nnnn2C(C)(C)C)N2CCN(C)CC2)cc(OC)c1OC (stereo unspecified),3%,-6%,1%
Nn1c(SCC(=O)NCCC2=CCCCC2)nnc1C1CCCCC1,0%,-1%,-1%
CCOc1ccc(-c2noc(-c3ccncc3)n2)cc1OCC,0%,3%,8%
COc1ccc(Sc2ccc(-c3nc4cnccn4c3NC3CCCCC3)cc2OC)cc1,-20%,.,-1%
O=C(Nc1cccc(O)c1)c1ccc2c(c1)C(=O)N(Cc1ccco1)C2=O,?,-10%,-7%
CCn1c(SCc2ccc(C(=O)O)cc2)nnc1-c1ccc(Cl)cc1,2%,-15%,-1%
O=C(c1nc2ccc(Cl)cn2c1CN1CCCC(CO)C1)N1CCc2ccccc2C1 (stereo unspecified),1%,2%,1%
CC(C)(C)c1ccc(C(=O)Nc2cccc([N+](=O)[O-])c2)cc1,-8%,-8%,-10%
CC(C)C(=O)N1CCN(c2ccc(NC(=O)c3cccs3)cc2)CC1,-3%,0%,15%
C=CCn1c(SCC(N)=O)nc2sc3c(c2c1=O)CCC3,-8%,4%,-2%
CC(C)OC(=O)CSc1nnc(-c2ccccn2)n1N,0%,0%,8%
C=CCn1c(O)c(N=NC(=O)CNC(=O)c2cccs2)c2ccccc21,2%,3%,-8%
C/C=C\C(=O)Nc1cccc(C2=NOC3(C2)C[C@H](C(N)=O)N(C(=O)[C@H]2CCC(=O)N2)C3)c1 (stereo partly specified),?,9%,-4%
Cc1sc2nc(SCC(=O)N3CCCCC3)[nH]c(=O)c2c1C,-3%,-2%,1%
CCN(c1ccc(OC)cc1)S(=O)(=O)c1csc(C(N)=O)c1,-4%,?,7%
O=c1cn[nH]c2ccccc12,-3%,5%,-6%
O=C(NCc1ccccn1)c1ccc(NS(=O)(=O)c2ccccc2)cc1,1%,-6%,1%
Cc1cc(C)n2nc(SCC(=O)N3CCCCC3C)nc2n1 (stereo unspecified),1%,.,4%
O=C(O)CCc1ccc(S(=O)(=O)Nc2ccccc2N2CCCCC2)cc1,-1%,.,-8%
COc1cccc(/C=C2\CCc3ccccc3C2=O)c1,2%,-3%,-14%
O=C(NC1CCCC1)c1ccc(S(=O)(=O)N2CCCC2)cc1,-13%,2%,4%
O=C(CSC1CCCCC1)N1CCN(c2ccccc2)CC1,3%,-1%,-11%
CCOc1ccc(N(CC(=O)NCCSCc2ccco2)S(=O)(=O)c2ccc(C)cc2)cc1,-21%,1%,-7%
